PGK inhibitor: blocks T. brucei phosphoglycerate kinase. Potency, µM (highest dose often 57.5 µM), without a hit: at the highest dose activity change, negative = inhibition, most hits filed as inhibitors. 380,000 compounds, 0.043% hits. AID 602233. PGK/GAPDH coupled, Kinase-Glo luminescence, 60 min; also: potency is read from the fitted curve at half-maximal effect; % is scaled to controls: 0 for no effect and ±100 for the full control effect; nearly all actives have a fitted effect of over 60% in size
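Recombinant glycosomal PGK reaction used 1,3-bisphosphoglycerate generated in-well by GAPDH (100nM final) in 100mM TEA pH 7.6, 5mM MgCl2, 0.01% Tween-20. After 60 minutes at room temperature, ATP was read by Kinase-Glo Plus luminescence end-point.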
G9a inh: G9a (human) methyltransferase inhibition; AID 504332; Q96KQ7; Potency, µM (titrated, usually from 102 µM), for the others: at the highest dose activity, negative = inhibition, usual class: inhibitors; 350,000 compounds, 8.8% hits; G9a H3K9 monomethylation, AlphaScreen, 2 h; also: potency is read from the fitted curve at half-maximal effect; % is scaled to controls: 0 for no effect and ±100 for the full control effect; nearly all actives have a fitted effect of over 75% in size
Target sequence (Q96KQ7 913-1193 limits assumed): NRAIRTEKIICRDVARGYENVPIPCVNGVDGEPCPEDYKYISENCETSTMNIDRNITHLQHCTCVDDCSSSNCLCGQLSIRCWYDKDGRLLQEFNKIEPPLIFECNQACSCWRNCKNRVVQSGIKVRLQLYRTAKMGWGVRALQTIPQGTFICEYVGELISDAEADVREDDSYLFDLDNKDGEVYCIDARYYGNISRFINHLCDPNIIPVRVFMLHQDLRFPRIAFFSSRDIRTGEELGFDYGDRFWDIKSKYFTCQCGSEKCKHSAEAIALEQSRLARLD
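Quantitative HTS format: methyltransferase activity on a biotin-tagged H3K9 peptide is measured by AlphaScreen, using a rabbit anti-monomethyl-H3K9 antibody with streptavidin donor and anti-IgG acceptor beads. Final levels are 20 nM enzyme, 500 nM peptide, 20 uM SAM; 2 h RT.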
GLS inhibitor: blocks human kidney-isoform glutaminase activity; GLS enzymatic activity, qHTS titration; Potency, µM (top dose mostly 45.5 µM), without a hit: at the top dose activity change, negative = inhibition, most hits filed as inhibitors; 410,000 compounds, 0.21% hits; AID 624170; also: potency is read from the fitted curve at half-maximal effect; % is scaled to controls: 0 for no effect and ±100 for the full control effect
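Read-out is an Amplex red fluorescence increase coupled through glutamate oxidase and HRP, measured before and after 30 min room-temperature incubation. hKGA is in 45 mM KH2PO4 (pH 8.2) with 0.02% Tween-20; glutamine added as 1mM solution.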
PI4K2A inh: blocks human PI4K2A kinase activity; Q9BTU6; purified PI4K2A, ADP-Glo luminescence, 1 h; hits give low values; activity change, negative = inhibition, % at 76.9 µM; 420,000 compounds, 0.13% hits; AID 1346378; in the data active = activity change below about -50%; inconclusive = mostly about -30% to -49%;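 also: -100% = wells without enzyme as full effect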
Target sequence (Q9BTU6 whole entry, looked up): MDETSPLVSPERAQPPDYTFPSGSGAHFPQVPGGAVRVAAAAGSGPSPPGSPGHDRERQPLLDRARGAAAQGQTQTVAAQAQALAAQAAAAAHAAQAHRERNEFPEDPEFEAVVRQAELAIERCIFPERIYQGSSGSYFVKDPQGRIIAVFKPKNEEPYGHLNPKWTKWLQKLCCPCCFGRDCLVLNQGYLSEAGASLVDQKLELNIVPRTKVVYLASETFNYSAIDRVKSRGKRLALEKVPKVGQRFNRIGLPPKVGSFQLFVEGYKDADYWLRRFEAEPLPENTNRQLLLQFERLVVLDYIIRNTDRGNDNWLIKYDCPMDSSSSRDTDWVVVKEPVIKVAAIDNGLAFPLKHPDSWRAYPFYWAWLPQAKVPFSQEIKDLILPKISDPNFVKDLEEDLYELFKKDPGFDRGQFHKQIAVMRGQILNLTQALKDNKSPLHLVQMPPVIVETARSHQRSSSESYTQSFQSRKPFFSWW
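In this quantitative HTS, ADP production by PI4K2A was quantified luminescently after 1 h at ambient temperature; 100 microM adenosine served as plate-quality control.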
JMJD2A Tudor: blocks the human JMJD2A Tudor domain | O75164 | AlphaScreen JMJD2A-Tudor / H3K4me3 peptide binding | Potency, µM (top dose mostly 114 µM), for inactives: at the top dose activity change, negative = inhibition, most hits filed as inhibitors | 390,000 compounds, 4.4% hits; also: potency is read from the fitted curve at half-maximal effect; % is scaled to controls: 0 for no effect and ±100 for the full control effect; nearly all actives have a fitted effect of over 50% in size
BAZ2B block: blocks human BAZ2B; Q9UIF8; AlphaScreen BAZ2B-H3K14Ac peptide displacement; Potency, µM (doses to about 114 µM), for the others: top-dose activity change, negative = inhibition, most hits filed as inhibitors; 360,000 compounds, 4.4% hits; AID 504333; also: potency is read from the fitted curve at half-maximal effect; % is scaled to controls: 0 for no effect and ±100 for the full control effect; nearly all actives have a fitted effect of over 60% in size
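Compounds, titrated to a top concentration of 110 uM, were incubated 30 min at room temperature with preformed BAZ2B/acetyl-K14 H3 peptide complex (50 nM each). Proximity signal was measured by AlphaScreen after 20 min with beads.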
ERG-DNA inh: blocks human ERG Ets domain binding to DNA | AID 624246 | P11308 | Potency, µM (titrated, usually from 76.9 µM), without a hit: at the top dose FP activity, negative = inhibition, usual class: inhibitors | fluorescence polarization, His-ERG Ets domain / labelled DNA | 370,000 compounds, 0.028% hits; active = well fitted inhibition curve with a large enough effect in the polarisation, with a control signal flat; inconclusive = small, poorly fitted or top-dose-only effect, or effect the other way, or a change in a side signal; inactive = no such curve, though single readings can be large or run the other way; the % refers to the polarisation;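 also: polarization taken with two DNA probes labelled with fluorescein and Texas red; potency is read from the fitted curve at half-maximal effect; % of control where 0% means no effect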
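His-tagged ERG Ets domain (1 uM in the protein solution; 300mM KCl, 50mM Tris-HCl, 1mM EDTA, 1mM DTT, pH 7.5) received compound, then a probe mix of 5 nM fluorescein-DNA and 100nM Texas-615-DNA. Fluorescence polarization was read for both dyes.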
Pin1 inhibitor: blocks the human prolyl isomerase Pin1; 390,000 compounds, 0.009% hits; AID 504891; Pin1 FP peptide displacement, HiFluor488, 10 min; Q13526; Potency, µM (doses to about 115 µM), for inactives: top-dose activity, negative = inhibition, actives largely listed as inhibitors; active = well fitted inhibition curve with a large enough effect in the polarisation, with a control signal flat, not every such curve was filed as active; inconclusive = small, poorly fitted or top-dose-only effect, or effect the other way, or a change in a side signal; inactive = no such curve, though single readings can be large or run the other way; the % refers to the polarisation; also: potency is read from the fitted curve at half-maximal effect; % is scaled to controls: 0 for no effect and ±100 for the full control effect
HP1b chromo inh: inhibitors of HP1-beta chromodomain binding to methylated histone tails | P83916 | AlphaScreen HP1-beta / biotin-H3K9me3 peptide binding | Potency, µM (doses to about 114 µM), for the others: top-dose activity change, negative = inhibition, actives largely listed as inhibitors | 390,000 compounds, 0.56% hits; also: potency is read from the fitted curve at half-maximal effect; nearly all actives have a fitted effect of over 70% in size; inactives centre near 23
Target sequence (P83916 whole entry, looked up): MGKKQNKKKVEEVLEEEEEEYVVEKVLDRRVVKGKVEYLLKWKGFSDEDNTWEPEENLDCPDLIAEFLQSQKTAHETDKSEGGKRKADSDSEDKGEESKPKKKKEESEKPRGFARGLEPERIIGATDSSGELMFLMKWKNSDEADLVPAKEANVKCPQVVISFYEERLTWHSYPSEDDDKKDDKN
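Compound inhibition of the preformed complex between 50 nM HP1-beta and 50 nM biotinylated H3K9me3 peptide was read by AlphaScreen. Buffer was PBS pH 7.4 with 0.01% Tween-20. Incubations ran 30 min at room temperature, with 10 ug/mL donor/acceptor beads.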
* marks the source's active call; other numbers are inactive results; i = inactive; ? = inconclusive; · = not tested or not shown; [ ] = remark or other dose. Unless noted, calls follow the shape of the dose curve; as a rule, active = well fitted curve in the direction sought with a large enough effect; inconclusive = small, poorly fitted or top-dose-only effect, or another doubt; inactive = no such curve, though single readings can be large; an effect the other way counts as inactive or inconclusive.

Sample of the layout, two compounds:
SMILES | PGK inhibitor | G9a inh | GLS inhibitor | PI4K2A inh | JMJD2A Tudor | BAZ2B block | ERG-DNA inh | Pin1 inhibitor | HP1b chromo inh
C[C@@H]1C=C(C(=O)NCc2nc3ccccc3[nH]2)O[C@H](OCCCCO)C1 | -1% | · | 4% | 0 | ? | · | -3% | -1% | 14%
Cc1ccc(NC(=O)c2cccc(Cl)c2)nc1 | -9% | 14% | -5% | 6 | -16% | 3% | -14% | -12% | 24%

The whole of this part, previewed entries included:
SMILES | PGK inhibitor | G9a inh | GLS inhibitor | PI4K2A inh | JMJD2A Tudor | BAZ2B block | ERG-DNA inh | Pin1 inhibitor | HP1b chromo inh
C[C@@H]1C=C(C(=O)NCc2nc3ccccc3[nH]2)O[C@H](OCCCCO)C1 | -1% | · | 4% | 0 | ? | · | -3% | -1% | 14%
Cc1ccc(NC(=O)c2cccc(Cl)c2)nc1 | -9% | 14% | -5% | 6 | -16% | 3% | -14% | -12% | 24%
COc1ccc(-c2[nH]ncc2CN(C)CCN2CCOCC2)cc1F | 2% | · | -4% | 0 | -2%[11.4 µM] | 8% | -6% | ? | 26%
COc1ccc(NC(=O)c2cccc(N3C(=O)C4CCC(C)CC4C3=O)c2)c(OC)c1 (stereo unspecified) | -8% | 6% | 0% | 0 | -12% | -19% | 1% | -6% | -7%
N#C/C(=C\c1cn(Cc2ccc(C#N)cc2)c2ccccc12)C(=O)NCc1cccs1 | -5% | -7%[59 µM] | -6% | 0 | -4% | 9% | -1% | ? | 18%
CC(OC(=O)C1CC(O)CN1S(=O)(=O)c1ccccc1[N+](=O)[O-])C(=O)N1CCCCC1 (stereo unspecified) | · | -38% | -4% | -5 | -8% | -3% | 9% | 0% | 74%[activator]
Cc1cccn2c(CNCCCn3ncc4ccccc43)c(C(=O)N3CCCCC3)nc12 | -5% | 3% | -8% | 10 | 2% | -3% | 13% | 0% | 30%
Cc1nc(N)sc1-c1csc(Nc2cccc(O)c2)n1 | -6% | 45µM* | ? | -6 | ? | 56µM* | 22% | 17% | ?
Cc1cc(C)n(CCSCC(=O)O)n1 | -5% | -5% | 5% | 4 | -8% | 7% | · | 0% | 9%
c1ccc(Oc2cc(-c3ccccc3)ncn2)cc1 | -1% | 71%[activator] | -11% | -5 | 37%[activator] | 32% | -17% | -10% | 84%[activator]
CC1=C(C(=O)Nc2ccc(C)cc2C)C(c2ccc(C)o2)NC(=S)N1 (stereo unspecified) | -1% | -10%[59 µM] | 10% | -1 | -22% | -11% | 3% | -1% | 10%
CC(C)c1ccccc1NC(=S)NC1CCCCC1 | 3% | -26% | 14% | 4 | -29% | -36% | -4% | -1% | 10%
CCOC(=O)c1cc2sc(C)cc2n1CC(=O)N1CCN(C(=O)c2ccco2)CC1 | -6%[11.5 µM] | 18%[12.7 µM] | 1% | -1 | -14% | -8% | · | 4% | 11%
O=c1cc(NCc2ccccc2)nc2n1CCCS2 | 5% | ? | 17% | 2 | -18% | -7% | -9% | -8% | 25%
COc1ccc(-c2cc3c(=O)n(CC(=O)Nc4cc(C)ccc4C)ccn3n2)cc1 | · | 9%[12.7 µM] | -1% | -1 | -11% | -12% | 2% | -2% | 29%
c1ccn2cc(-c3ccc4c(c3)OCCO4)nc2c1 | ? | -48% | 1% | ? | -17% | -31% | -3% | 1% | 21%
COc1cccc2cc(-c3nnc(Nc4c(F)cccc4F)s3)c(=O)oc12 | -8% | 13%[59 µM] | 4% | -2 | -9% | -3% | -2% | -1% | 13%
Cc1sc2ncnc(Sc3nnnn3-c3ccc(Cl)cc3)c2c1C | -4% | -35% | -6% | 16 | 1%[57.1 µM] | -13% | -1% | -4% | 43%[activator]
Cc1ccc(NC(=O)Cc2ncon2)cc1Cl | 2% | 27%[59 µM] | 15% | 1 | 1% | 3% | -8% | 3% | 25%
CCOC(=O)/C=C/C(=O)Nc1ccc(S(=O)(=O)Nc2cc(C)on2)cc1 | 0% | 50µM* | 8% | -7 | -6% | -19% | -1% | 4% | 7%
O=C(COc1ccccc1F)Nc1ccc(C(=O)OCc2cc(=O)n3nc(C4CC4)sc3n2)cc1 | 5% | 7%[59 µM] | 0% | 2 | -23% | -7% | 10% | -6% | 9%
COc1cc2ccccc2cc1C(=O)Nc1ccncc1 | -10% | 1% | 0% | 0 | -21% | 9% | 3% | 6% | -6%
CCc1ccccc1NC(=O)CCS(=O)(=O)c1ccc2c(c1)CCCN2C(C)=O | -7% | · | 0% | 4 | -9% | -6% | -11% | -14% | 44%[activator]
COC(=O)Nc1ccc(S(=O)(=O)N2CCCCC2)cc1 | -5% | 14% | -7% | -2 | 8% | -5% | -13% | -1% | 20%
CCCCCn1c(CCCNC(=O)c2ccc(Cl)cc2)nc2ccccc21 | -3% | -7%[59 µM] | -3% | -4 | -19% | 2% | 2% | -2% | 14%
SMILES | PGK inhibitor | G9a inh | GLS inhibitor | PI4K2A inh | JMJD2A Tudor | BAZ2B block | ERG-DNA inh | Pin1 inhibitor | HP1b chromo inh
O=C(COc1ccccc1-c1ccccc1)NCc1cccc(Cl)c1 | i | 54%[activator] | -2% | 1 | 86%[activator] | 81%[activator] | 0% | 11% | 172%[activator]
CC(C)Oc1ccc(CNC(=O)C2CCN(C(=O)N3CCOc4ccc(Cl)cc43)CC2)cc1 | -12% | ? | -3% | -1 | -36% | -14% | 0% | 2% | -4%
CC(=O)n1nc(-c2ccco2)nc1SCc1ccccc1 | -6% | 45µM* | 1% | -2 | -16% | -29% | 8% | 2% | 10%
COc1ccc(-c2nn(CCC(=O)O)cc2/C=N/NC(N)=S)cc1 | -11% | ? | -21% | 1 | -6% | 1% | -5% | -7% | 13%
COCCCNC(=O)CN(c1cc(Cl)ccc1OC)S(=O)(=O)c1ccc(C)c([N+](=O)[O-])c1 | i | ? | 0% | 6 | -5% | -4% | 2% | 3% | 40%[activator]
CCOc1cc(/C=N\Nc2ncc(F)c(N3CCOCC3)n2)ccc1Oc1nc(Cl)ncc1F | -11% | · | 9% | -1 | -10% | -9% | -14% | -6% | 11%
Cn1cc(C(=O)C(=O)NC2CC2)c2ccccc21 | -4% | · | -7% | -15 | -24% | · | -10% | 17% | -25%[57 µM]
CC(=O)OCC1OC(Nc2cccc(C)c2)C(OC(C)=O)C(OC(C)=O)C1OC(C)=O (stereo unspecified) | -5% | -6%[59 µM] | -1% | 7 | 1% | -3% | -4% | -4% | 16%
CCN(CC)S(=O)(=O)c1ccc(Cl)c(C(=O)N2CCc3ccccc32)c1 | -4% | -1%[59 µM] | 0% | 5 | -10% | -1% | 8% | 49%[activator] | 30%
COc1cc(CCC(=O)OCC(=O)Nc2cccc(S(N)(=O)=O)c2)cc(OC)c1OC | -4% | -6%[59 µM] | -3% | -1 | 6% | 6% | -11% | 8% | 45%[activator]
CN(C)c1ccc(/C=[N+](\[O-])C2N(c3ccccc3)C(=S)SC2(C)C)cc1 (stereo unspecified) | -5% | -11%[59 µM] | 4% | -7 | -24% | -3% | 8% | -1% | 18%
C[C@@]12CCC3[C@@](CC[C@@H]4[C@](C)(C(=O)O)CCC[C@@]34C)(C[C@H]1O)C2 (stereo partly specified) | -7% | 10% | 3% | 3 | -15% | 10% | -9% | 4% | 28%
CS(=O)(=O)Nc1ccc(C(=O)Nc2ccc3c(c2)OCO3)cc1 | 2% | -2% | 4% | 2 | -16% | -15% | -7% | 0% | 6%
COc1cc(CCC(=O)NCc2ccc3c(c2)CCN3C(=O)c2ccc(F)cc2)cc(OC)c1OC | i | 4%[59 µM] | 9% | 1 | -14% | -3% | 1% | 4% | 40%[activator]
CCC(C)NC(=O)CSc1nnc(-c2ccncc2)n1-c1ccc(OC)cc1 (stereo unspecified) | 4% | 5% | 10% | -5 | 4% | 6% | 0% | -2% | 43%
CSc1nc(C)c2c(n1)N(c1ccc(C(F)(F)F)cc1)CC2 | 2% | -13% | -1% | -4 | 9% | -6% | 11% | 1% | 21%
C[C@]12c3[nH]c4ccccc4c3CCN1C(=O)C(CC(=O)NCCc1ccccn1)C[C@@H]2C(=O)N1CCCCC1 (stereo partly specified) | -11% | · | 0% | 0 | -5% | · | -2% | -8% | 29%
O=S(=O)(Nc1nc2ccccc2nc1-[n+]1cccc(N=C([O-])c2ccc(Cl)cc2)c1)c1ccccc1 | 5% | · | 0% | 5 | -29% | ? | 3% | ? | 7%
COc1ccc(CNC(=O)CN(C(=O)c2snc(C(N)=O)c2N)c2ccc(OC)c(OC)c2)cc1 | i | 13% | -9% | -3 | -6% | 3% | 4% | 4% | 23%
CCCCN1C(C(=O)c2ccccc2)=C(OC(C)=O)c2ccccc2S1(=O)=O | 5% | ? | 12% | 4 | ? | -23% | 1% | ? | 25%
CNC(=O)COC(=O)c1cc(-c2ccccc2)nn1-c1ccccc1 | 8% | -3% | 2% | 4 | -3% | -22% | 9% | -2% | 30%
COC(=O)C1=C(C)N(C)C(C)=C(C(=O)OC)C1c1ccsc1 | -7% | -3% | 2% | -7 | -4% | -1% | 1% | -1% | 30%
CCOc1ccc(/C=C/C(=O)Nc2cccc(C(C)=O)c2)cc1 | 4% | -8% | -7% | 3 | -2%[57.1 µM] | 4% | 1% | 12% | 43%[activator]

Compound activity (PubChem)
